# Source: PubChem (several laboratories)
# N-glyco inh – increase of ERlucT glycosylation luciferase signal, primary screen, N-linked glycosylation inhibitor project, D54 ERlucT cells, luminescence, set 2; D54 ERlucT glycosylation luciferase reporter, 24 h; percent of 100 nM tunicamycin response; reporter increase, % at 12.5 µM; 360,000 tested, 0.23% active; AID 588692, 2011;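 active = mean luciferase reporter signal, scaled so untreated is 0 and the glycosylation-blocking control 100, at or above a set limit in every replicate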;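 also: luciferase carries N-glycosylation sites so blocking glycosylation raises the light; 0% = median of neutral control wells and 100% = median of 100 nM tunicamycin wells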
# MC4R antag cAMP – MC4R antagonists of cAMP signaling, primary screen, cell-based, TR-FRET, antagonist arm of biased-ligand search | Melanocortin receptor 4 (Homo sapiens), P32245 | MC4R-expressing cells, MTII-stimulated cAMP, LANCE TR-FRET | inhibition, % at 6.5 µM | 360,000 tested, 0.48% active | AID 540295, 2011;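 active = inhibition above its plate's cutoff, the mean of tested wells on that plate plus 3 SD, cut at about 29% in these data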;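 also: 0% = Melanotan II alone and 100% = Melanotan II plus saturating MCL0020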
#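 Material: human MC4R-expressing U2OS cells. Probe or stimulus: Melanotan II challenge. Dosing: 6.5 µM single dose. Times: 30-min compound, 1-h challenge, 1-h detection, room temperature. Technique: TR-FRET with Eu-cAMP and labeled anti-cAMP, 671 nm. Replication: singlicate.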
# Granule exo inh – LAMP-1 surface exposure blockers, TALL-104 cells – cell-based, flow cytometry, MLPCN library, primary screen; AID 651702, 2012; TALL-104 LAMP-1 surface exposure; cells stimulated with thapsigargin and PMA; 360,000 tested, 0.66% active; inhibition, % at 10 µM;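 active = inhibition above about 55%, limit read from the data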
# MC4R barr agon – MC4R agonists recruiting beta-arrestin, primary screen, cell-based, luminescence, agonist arm of biased-ligand search. Melanocortin receptor 4 (Homo sapiens), P32245. U2OS MC4R beta-arrestin complementation; percent of melanotan II response, DMSO zero. activation, % at 8.9 µM. 360,000 tested, 0.98% active. AID 540308, 2011;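 active = activation above a per-plate cutoff, the mean activation of sample wells on that plate plus 3 SD, cut at about 8% in these data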
# ABCB6 inh 2 – ABCB6 transporter inhibitors, primary screen, K562-ABCB6 cells, flow cytometry, MLPCN library; ATP-binding cassette sub-family B member 6 (Homo sapiens), Q9NP58; K562-ABCB6 porphyrin accumulation, 1 h; active compounds read low; fluorescence ratio to DMSO, % at 10 µM; 360,000 tested, 0.19% active; AID 602162, 2011;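 active = fluorescence ratio to DMSO below 75%, the collection mean minus 3 SD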;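 also: signal is porphyrin accumulated inside mitochondria; 100% equals median channel fluorescence of DMSO control wells; lower ratio means ABCB6 inhibition with less porphyrin fluorescence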
# Cardio protect – cardioprotection against H2O2-induced cell death, primary screen, uHTS, H9c2 cells, ATPLite luminescence | H9c2 cardiomyocytes, H2O2 injury protection, 2 h | protection from H2O2 cell death, % at 20 µM | 360,000 tested, 0.63% active;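 active = compounds giving at least 50% protection of heart cells from peroxide-induced death in the single-dose screen, raw or plate-pattern-corrected value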;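 also: 0% = DMSO wells with peroxide and 100% = DMSO wells without peroxide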
# hiPSC survival – enhancers of single-cell hiPSC survival, primary screen, ATPlite luminescence | 100% = ROCK inhibitor wells, 0% = DMSO | survival enhancement, % at 20 µM | 360,000 tested, 0.044% active | AID 602274, 2012; in the data active = survival enhancement above about 18%;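 also: cells exposed to compounds for 16 hours before the ATP read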
# aDG glyco up – activators of alpha-DG glycosylation, primary screen, uHTS, Pro5-aDG cells, AlphaScreen. alpha-DG glycosylation AlphaScreen (IIH6); 0% Pro5, 100% B10-LARGE cell signal. activation, % at 10 µM. 360,000 tested, 0.22% active;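 active = activation of at least 8% versus controls, or a plate z-score of at least 8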;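 also: Pro5 are CHO cells carrying HIG-tagged alpha-DG that lacks glycosylation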
# HTR2A ag – mouse Htr2a agonists via beta-arrestin recruitment, primary screen, cell-based, luminescence; 5-hydroxytryptamine receptor 2A (Mus musculus), P35363; CHO-K1 mHTR2A beta-arrestin complementation; percent of 30 µM serotonin response; activation, % at 7.6 µM; 360,000 tested, 0.66% active;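 active = activation above a run cutoff, the mean activation of all tested compounds plus 3 SD, cut at about 14% in these data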;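 also: 0% = plate median of compound wells and 100% = 30 µM serotonin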
# ABHD5 PLIN5 PPI – ABHD5-PLIN5 interaction inhibitors, primary screen, cell lysate, split luciferase complementation, luminescence; Perilipin-5 (Homo sapiens) + 1-acylglycerol-3-phosphate O-acyltransferase ABHD5 (Homo …; Split G. princeps luciferase complementation, 4 h; inhibition, % at 4 µM; 360,000 tested, 0.78% active; AID 602281, 2012;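 active = inhibition above the mean inhibition across every tested compound plus 3 SD, cut at about 22% in these data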;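 also: 0% = DMSO only wells and the 100% control is not disclosed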
# Target sequence (Q00G26 whole entry, looked up): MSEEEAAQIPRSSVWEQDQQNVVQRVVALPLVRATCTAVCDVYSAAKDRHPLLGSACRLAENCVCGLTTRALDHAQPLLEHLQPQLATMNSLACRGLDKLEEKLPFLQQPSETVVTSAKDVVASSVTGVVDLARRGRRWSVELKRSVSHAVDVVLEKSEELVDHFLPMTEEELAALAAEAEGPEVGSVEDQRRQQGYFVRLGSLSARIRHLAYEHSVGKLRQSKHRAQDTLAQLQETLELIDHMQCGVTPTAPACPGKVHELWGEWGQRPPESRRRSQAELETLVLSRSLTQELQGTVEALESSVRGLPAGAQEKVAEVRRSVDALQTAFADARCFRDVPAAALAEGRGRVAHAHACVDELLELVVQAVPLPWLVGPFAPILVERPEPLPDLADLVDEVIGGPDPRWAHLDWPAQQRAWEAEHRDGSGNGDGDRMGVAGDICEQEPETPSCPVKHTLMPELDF
# Target sequence (Q8WTS1 whole entry, looked up): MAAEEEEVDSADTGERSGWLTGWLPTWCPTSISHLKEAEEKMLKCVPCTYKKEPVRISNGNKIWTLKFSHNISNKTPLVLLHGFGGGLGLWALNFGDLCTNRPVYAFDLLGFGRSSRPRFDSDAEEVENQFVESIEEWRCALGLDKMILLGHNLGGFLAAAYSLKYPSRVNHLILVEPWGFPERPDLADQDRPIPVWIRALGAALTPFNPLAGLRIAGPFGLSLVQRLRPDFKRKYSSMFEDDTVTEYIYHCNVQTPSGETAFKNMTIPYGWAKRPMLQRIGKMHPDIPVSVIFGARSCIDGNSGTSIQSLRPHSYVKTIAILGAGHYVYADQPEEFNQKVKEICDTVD
# * marks the source's active call; other numbers are inactive results. Compounds as they come (roughly 4.5% active in at least one column).
SMILES	hiPSC survival	Cardio protect	MC4R barr agon	HTR2A ag	aDG glyco up	Granule exo inh	ABHD5 PLIN5 PPI	ABCB6 inh 2	N-glyco inh	MC4R antag cAMP
O=C1NC2=C(C(=O)OC2)C(c2ccc(OC(F)(F)F)cc2)N1 (stereo unspecified)	-0.5	-2.7	-1.6	-1.2	0.0	-3.4	-1.0	94.0	3.4	12.8
COc1ccc(N(CC(=O)Nc2ccc3c(c2)OCO3)S(=O)(=O)c2ccccc2)cc1	4.2	0.8	-2.9	-2.8	0.1	-6.8	-2.0	87.0	2.6	13.5
CCN(CCNC(=O)c1cc(C)nn1-c1ccccc1)c1ccccc1	1.9	19.9	2.0	0.1	0.1	-1.8	-4.6	93.0	0.7	6.3
CC(=O)NN1C(=O)c2ccccc2NC1c1ccco1 (stereo unspecified)	-0.8	3.4	-2.7	0.8	-0.2	-1.7	-0.3	100.0	0.1	7.8
CCCOc1ccc(N2CC(C(=O)NCCc3ccc(OC)c(OC)c3)CC2=O)cc1 (stereo unspecified)	-1.4	6.7	-1.0	0.7	0.2	4.3	-2.4	99.0	-1.2	12.6
CCOC(=O)N1CCC(NC(=S)Nc2ccc3nc(N4CCN(CC)CC4)cc(C)c3c2)CC1	-0.3	-10.1	1.0	-2.4	1.2	21.1	10.9	99.0	-4.0	-1.9
CCC(=O)c1ccc(OC(C)C(=O)NC2(C#N)CCCCC2)cc1 (stereo unspecified)	0.2	-3.1	-0.1	1.4	-0.1	2.3	-5.8	101.0	2.6	13.3
Cc1cccc([C@@H]2[C@@H]3C(=O)N(Cc4ccccc4)C(=O)[C@@H]3[C@]3(Cc4ccc(Cl)cc4)C(=O)N(c4cccc(Br)c4)C(=O)N23)c1	0.0	-0.8	0.4	-1.9	0.2	0.9	-3.9	103.0	-0.5	3.1
Cc1cc2nccc(-c3cccnc3)n2n1	0.1	7.4	1.4	2.3	-0.4	0.7	-5.6	90.0	0.7	-1.5
Cc1ccc(NC(=O)COc2ccccc2)c(NC(=O)c2ccccc2C)c1	3.2	2.9	0.3	-6.7	0.6	-1.6	-2.8	102.0	-5.8	-6.7
Cc1cccn2c(=O)c(/C=C(\C#N)C(=O)NC3CCS(=O)(=O)C3)c(Oc3ccc(F)cc3)nc12 (stereo unspecified)	0.1	3.4	-0.4	1.0	0.0	74.5*	3.9	89.0	5.0	-2.3
CCCCN(CCCC)c1nc(OC)nc(-n2nnc(C(C)=O)c2C)n1	-1.6	-13.5	-0.2	8.2	1.1	-1.4	-8.5	99.0	-1.7	19.4
CCc1nnc(NC(=O)c2ccc(S(=O)(=O)N3CCCCC3)cc2)s1	-0.6	-4.2	-0.4	-3.8	-0.1	-2.9	-0.9	85.0	0.8	-0.7
CC1(C(=O)NS(=O)(=O)C2CC2)CCCN(C(=O)c2cccc(Cl)c2)C1 (stereo unspecified)	-0.3	0.9	2.6	0.7	-0.3	-2.5	-5.3	97.0	1.3	18.4
Cc1ccc(-n2c(SCC(=O)Nc3ccc(C(=O)O)cc3)nnc2-c2ccncc2)cc1	1.1	5.1	-1.2	0.5	0.0	0.2	-0.4	94.0	-0.7	7.7
Cc1c(Cl)cccc1NC(CC(=O)c1ccccc1)C(=O)OCC(=O)c1cccs1 (stereo unspecified)	1.3	-5.3	-3.6	1.6	0.1	0.7	13.5	98.0	-0.1	-5.8
COc1ccc(-c2ccnc3c(Br)c(C)nn23)cc1	-0.4	10.3	-2.3	1.4	1.7	-5.2	-3.5	100.0	-1.8	-9.4
N=c1n(CCc2ccccc2)c2ccccc2n1Cc1ccccc1F	-3.6	-17.2	-0.9	-9.0	2.6	11.3	10.7	101.0	1.5	1.7
COc1ccc(NC(=O)C(CCS(C)(=O)=O)NC(C)=O)cc1 (stereo unspecified)	1.2	-0.9	0.3	0.4	0.4	3.0	-3.0	100.0	1.9	9.4
O=C(O)CC1S/C(=N/N=C/c2ccc([N+](=O)[O-])cc2)N(c2ccc(O)cc2)C1=O (stereo unspecified)	-0.7	2.3	1.2	-1.2	0.5	-3.2	-2.4	100.0	-0.2	7.9
O=C(CSc1nccc(=O)[nH]1)N1c2ccccc2CCc2ccccc21	0.0	2.7	-0.5	-1.7	-0.2	1.2	-1.5	94.0	0.0	18.0
Cc1ccc(CNC(=O)C2CC(c3ccc([N+](=O)[O-])cc3)=NO2)cc1 (stereo unspecified)	-1.5	-9.1	-0.9	-2.1	0.0	12.4	-1.2	98.0	0.5	-7.6
O=C1/C(=C/c2c[nH]c3ccccc23)CCC/C1=C\c1c[nH]c2ccccc12	-2.8	4.3	-2.7	-4.8	0.1	5.9	30.2*	133.0	-0.7	3.8
CC(=O)c1cc2c(cc1NS(=O)(=O)c1ccc(C)cc1)OCCO2	0.4	22.2	-1.1	-10.0	-0.2	2.3	-1.4	99.0	17.5	-3.0
O=C(C1CCCN1S(=O)(=O)c1cccc2nsnc12)N1CCN(c2ccc(F)cc2)CC1 (stereo unspecified)	0.2	-0.8	1.4	2.9	-0.1	5.1	-0.5	93.0	0.7	2.9
Cc1ccc(C(=S)N2CCCCCC2)cc1	0.5	-2.7	-1.0	1.3	0.0	5.5	-9.3	98.0	-0.3	-1.5
CCN(CC)C(C(=O)Nc1ccc(C(C)C)cc1)c1ccc2c(c1)OCO2 (stereo unspecified)	4.9	-5.5	0.6	-8.3	0.3	-1.6	-2.7	98.0	-3.2	-0.7
CCOC(=O)c1sc2nc(CC(=O)OC)nc(N(C)CCc3ccccn3)c2c1C	-0.5	9.7	-2.2	-0.7	0.0	-5.2	-3.8	101.0	0.1	9.5
Cc1ccc(S(=O)(=O)N2CCC(C)CC2)cc1[N+](=O)[O-]	-2.0	7.5	1.8	1.0	-0.1	-1.6	2.8	98.0	0.0	7.0
CC(=O)c1ccc(N2CCN(S(=O)(=O)c3c(C)[nH]c(=O)[nH]c3=O)CC2)cc1	-1.8	1.1	0.5	5.3	-0.3	-2.5	1.4	92.0	1.4	-2.7
COC(=O)Nc1ccccc1C(=O)N1CCN(c2ccc(C)cc2)CC1	0.1	-2.3	3.7	3.1	0.0	0.0	-3.3	103.0	2.6	15.9
Cn1nc(-c2ccccc2)c(CSc2cccc(Cl)c2)c1Cl	1.7	-11.6	0.2	-4.8	-0.1	0.5	-1.2	100.0	13.8	-6.4
Cc1ccc(S(=O)(=O)N2C[C@H]3n4c(=O)ccc(=O)n4C[C@H](OC(=O)NC4CCCC4)[C@@]3(O)C2)cc1	-3.8	-18.0	-1.4	0.1	-0.3	13.5	6.0	96.0	1.5	6.0
Cn1c(Cn2nnc3ccccc32)nnc1SCC(N)=O	-1.0	4.0	-1.9	-1.7	0.1	0.3	-2.5	98.0	2.1	-0.2
CCOC(=O)C1(C)CCCN(C(=O)c2ccc(N(C)C)cc2)C1 (stereo unspecified)	0.1	1.4	-1.5	-4.4	0.2	-2.4	-3.0	99.0	1.6	1.6
Cc1nc(N)ncc1Sc1ccccc1	2.1	-1.7	-2.4	2.8	0.0	-6.7	2.7	94.0	-1.5	7.4
CC(C)(C)c1cccc(OCCCSc2ncccn2)c1	-1.0	-9.9	0.7	-1.4	0.7	-1.6	-5.2	100.0	-2.7	12.3
Nc1ncnc2c1ncn2[C@@H]1O[C@H](CNC(=O)[C@@H](N)Cc2ccccc2)[C@@H](O)[C@H]1O	2.5	2.7	0.0	3.1	-0.2	-1.2	9.2	93.0	-0.1	2.0
CSCCNC(=O)c1cccc(Cl)c1	4.8	0.5	-0.1	-0.5	0.5	-1.3	6.0	103.0	3.2	-0.9
Cc1ccccc1C(=O)NC(C)C(c1cccs1)N1CCOCC1 (stereo unspecified)	2.0	13.5	-0.2	5.2	0.0	2.8	-5.2	102.0	3.5	3.5

# Three entries from above, arranged by number of heavy atoms, largest number first:
SMILES	hiPSC survival	Cardio protect	MC4R barr agon	HTR2A ag	aDG glyco up	Granule exo inh	ABHD5 PLIN5 PPI	ABCB6 inh 2	N-glyco inh	MC4R antag cAMP
COc1ccc(N(CC(=O)Nc2ccc3c(c2)OCO3)S(=O)(=O)c2ccccc2)cc1	4.2	0.8	-2.9	-2.8	0.1	-6.8	-2.0	87.0	2.6	13.5
Nc1ncnc2c1ncn2[C@@H]1O[C@H](CNC(=O)[C@@H](N)Cc2ccccc2)[C@@H](O)[C@H]1O	2.5	2.7	0.0	3.1	-0.2	-1.2	9.2	93.0	-0.1	2.0
CC(=O)NN1C(=O)c2ccccc2NC1c1ccco1 (stereo unspecified)	-0.8	3.4	-2.7	0.8	-0.2	-1.7	-0.3	100.0	0.1	7.8

# New compounds follow
SMILES	hiPSC survival	Cardio protect	MC4R barr agon	HTR2A ag	aDG glyco up	Granule exo inh	ABHD5 PLIN5 PPI	ABCB6 inh 2	N-glyco inh	MC4R antag cAMP
Cc1ccc(OCCCCn2ccnc2C)c(C)c1	-0.1	-12.3	-1.5	-0.9	3.0*	-2.8	4.9	95.0	-3.8	10.0
CC1Cc2cc(/C(O)=C3\C(=O)C(=O)N(CCN4CCOCC4)C3c3ccccc3F)ccc2O1 (stereo unspecified)	2.1	10.9	0.1	-1.6	0.0	-2.1	4.8	100.0	-0.5	5.0
CCCCN(C(=O)c1cc(S(=O)(=O)N2CCCCCC2)ccc1OC)c1ccccc1	-0.5	-5.9	-4.5	-4.0	0.1	-5.9	2.0	95.0	-6.1	7.1
CCN1CCN(S(=O)(=O)c2ccc(Cl)c(C(=O)N(C)Cc3ccccc3)c2)CC1	0.0	-7.5	0.5	-8.6	-0.2	-4.5	6.2	98.0	0.5	6.8
CN(C(=O)c1cccc(NC(=O)Cc2ccc(NC(=O)C3CCCN(C(=O)C4CCCCC4)C3)cc2)c1)C1CCC1 (stereo unspecified)	-2.7	-5.5	-1.2	-0.6	0.3	3.0	4.9	97.0	0.6	-3.6
CN(C(=O)COC(=O)c1ccc(Cl)c(S(=O)(=O)NCc2ccccc2)c1)C1CCS(=O)(=O)C1 (stereo unspecified)	0.4	-2.2	-3.3	4.2	0.2	2.0	9.9	101.0	0.4	12.3
COc1cccc(CNC(=O)Cc2nc3nc(C)cc(C)n3n2)c1	1.2	2.9	-0.5	-1.7	-0.3	1.5	0.6	100.0	1.1	9.2
COc1ccc(/C=N/NC(=O)c2cc3c(ccc4ccccc43)o2)c(OC)c1	-0.5	26.1	2.6	-2.4	-0.2	9.1	0.8	100.0	9.8	-1.9
O=C(Nc1nccs1)c1ccc2sc([C@H]3C[C@H](O)[C@@H](CO)O3)nc2c1	-1.4	8.9	-0.7	0.9	0.0	5.5	4.1	96.0	0.6	3.1
